ERK EGF inh – qHTS Assay for Inhibitors of the ERK Signaling Pathway using a Homogeneous Screening Assay; Stimulation with EGF; HEK293-V1b, EGF-stimulated phospho-ERK AlphaScreen; Potency, µM (highest dose often 11.5 µM), for inactives: top-dose activity change, negative = inhibition, most hits filed as inhibitors; 130,000 tested, 0.41% active; AID 1454, 2008; active = well fitted inhibition curve with a large enough effect; inconclusive = small, poorly fitted or top-dose-only effect, or effect the other way;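 note: plate controls were stimulated vehicle wells for no effect and unstimulated vehicle basal for full effect; nearly all actives have a fitted effect of over 55% in size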
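In this qHTS, HEK293 cells with stable type-1 vasopressin (V1b) receptor were exposed to compound at 37C for 30 min, stimulated 5 min with EGF at 25 nM, lysed, and probed for phospho-ERK by AlphaScreen.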
The depositor's hits bear a star; ? = inconclusive; & = joins results of further samples; [ ] = another dose, or the depositor's remark. Potency is the fitted concentration of half-maximal effect.

ERK EGF inh,Compound
0%,O=C(CCNC(=O)c1ccco1)Nc1ccccc1N1CCOCC1
-6%,CNCc1cc(Br)c(OCC(=O)Nc2ccccc2OC)c(OC)c1
6%,CCC(=O)Nc1ccc(C(=O)Nc2c[nH]c(=O)[nH]c2=O)cc1
-3%,COc1ccc(S(=O)(=O)N2CCC(C(=O)N3CCC(C(N)=O)CC3)CC2)cc1Cl
5%,CCOC(=S)SCc1cn2ccccc2n1
-9%[57.5 µM],CCOC(=O)C(C)Sc1cnccn1 (stereo not given)
0%,CNc1cc([N+](=O)[O-])ccc1N/C=C/C(=O)c1cccs1
-18%,Cc1ccc2[nH]c3c(=S)nc[nH]c3c2c1
3%,CC(C)c1ccc(NC(=S)NNC(=O)c2cccnc2)cc1
-1%,CC(=O)Nc1cccc(NC(=O)CS(=O)(=O)c2cn(CC(=O)N3CCOCC3)c3ccccc23)c1
2%,CCOC(=O)CSc1nnc2n1C(C)(C)Cc1ccccc1-2
-7%,O=C(Nc1nnc(C2CC2)s1)C1COc2ccccc2O1 (stereo not given)
2%,Oc1c(C(Nc2cccc(C(F)(F)F)c2)c2ccncc2)ccc2cccnc12 (stereo not given)
2%,CN(C)CCCN1C(=O)CSC1c1ccc([N+](=O)[O-])cc1 (stereo not given)
-21%,O=C(NNC(=O)c1ccccc1[N+](=O)[O-])c1ccccn1
8%,CC(=O)OCC1OC(OC(C)=O)C(NC(=O)c2cccnc2)C(OC(C)=O)C1OC(C)=O (stereo not given)
0%,C/C(=C\c1ccc2c(c1)OCO2)C(=O)c1c(C)cc(C)[nH]c1=O
20µM*,O=C(NC(=S)NC1CCSC1=O)c1ccccc1F (stereo not given)
-1%,COc1ccc(CC(=O)Nc2cccc(-c3cn4ccccc4n3)c2)cc1
28%,COc1ccc2c(c1)CCC1C2CC[C@@]2(C)C(O)CCC12 (stereo not given in full)
20%,Cn1ncc2c(NNC(=O)c3ccc(Cl)c(Cl)c3)ncnc21
10%,C=C1CC[C@H](O)C/C1=C/C=C1\CCC[C@]2(C)[C@@H]([C@H](C)CCCC(C)(C)O)CC[C@@H]12
-2%,O=C(COC(=O)c1cc(=O)c2ccccc2o1)NC1CCCC1
2%,CC1CN(C(=O)c2cccc(S(=O)(=O)Nc3ccc(Cl)cc3)c2)CC(C)O1 (stereo not given)
?,CCN(CC)c1ccc(/C=N/NC(=O)c2cccc(S(=O)(=O)Nc3ccccc3OC)c2)cc1

Individual results from above.
Value of CC(=O)OCC1OC(OC(C)=O)C(NC(=O)c2cccnc2)C(OC(C)=O)C1OC(C)=O (stereo not given) under ERK EGF inh: 8%
Value of CC(C)c1ccc(NC(=S)NNC(=O)c2cccnc2)cc1 under ERK EGF inh: 3%
Value of CCOC(=O)CSc1nnc2n1C(C)(C)Cc1ccccc1-2 under ERK EGF inh: 2%
Value of C/C(=C\c1ccc2c(c1)OCO2)C(=O)c1c(C)cc(C)[nH]c1=O under ERK EGF inh: 0%
Value of CN(C)CCCN1C(=O)CSC1c1ccc([N+](=O)[O-])cc1 (stereo not given) under ERK EGF inh: 2%
Value of Cn1ncc2c(NNC(=O)c3ccc(Cl)c(Cl)c3)ncnc21 under ERK EGF inh: 20%
Value of CC1CN(C(=O)c2cccc(S(=O)(=O)Nc3ccc(Cl)cc3)c2)CC(C)O1 (stereo not given) under ERK EGF inh: 2%

Later entries.
ERK EGF inh,Compound
8%,Cc1ccc(NC(=O)CN(C)C(=O)COc2c(Cl)cc(Cl)c3ccc(C)nc23)cc1
0%[57.5 µM],O=C(CCl)Nc1cccc(S(=O)(=O)NC2=NCCC2)c1
3%,Cc1cc(C(=O)N2CCN(Cc3ccc4c(c3)OCO4)CC2)on1
2%,COC(=O)c1cc(OC)c(OC)cc1NCC(=O)Nc1ccc(C)cc1
-1%,O=C(COC(=O)CNC(=O)c1ccccc1)Nc1ccc(Cl)cc1C(F)(F)F
6%,Cc1ccc(-n2[nH]c(C)c(C=Nc3ccc(S(=O)(=O)Nc4nccs4)cc3)c2=O)cc1
0%,O=C(COC(=O)c1ccco1)NC(c1ccccc1)c1ccccc1
5%,O=C(c1csnn1)N1CCC2(CC1)CCN(c1ccccc1)CC2
-10%,Cc1ccc2nc(SCc3ccccc3)c(C=O)c(=O)n2c1
1%,O=C(NCCN1C(=O)S/C(=C\c2ccc(Cl)c(Cl)c2)C1=O)C1COc2ccccc2O1 (stereo not given)
7%,CCOC(=O)c1c(NC(=O)CSc2nnc3ccccn23)sc2c1CCC2
0%[57.5 µM],CCN1N=C(C)C=C(c2ccccc2)n2c1nc1ccccc12
2%,COc1ccc(CNC(=O)CN(C(=O)Cn2nnc(-c3ccccc3F)n2)c2ccc(C)cc2)cc1
-1%[57.5 µM],O=C(c1ccccc1)c1nn(-c2cccc(Cl)c2)ccc1=O
1%,Cc1cc(N2CC(C)OC(C)C2)nc(C(C)C)n1 (stereo not given)
3%,COc1ccc(-n2c(-c3ccc(C)cc3)n[nH]c2=S)cc1
-5%[57.5 µM],O=C1CCN(CCc2ccccc2)CCN1[C@H](CSc1ccc(Br)cc1)c1ccccc1
6%[57.5 µM],Cc1cc(C)nc(N/N=C/C2=C(O)CC(c3ccccc3)CC2=O)n1 (stereo not given)
?,S=C(NCc1cccs1)Nc1ccc(Br)cc1Cl
8%,Cc1cc2nc(N=C(N)N)nc(C)c2cc1C
8%,CCn1cc([N+](=O)[O-])c(C(=O)Nc2ccn(C34CC5CC(CC(C5)C3)C4)n2)n1
4%[57.5 µM],O=C(O)Cc1c(-c2ccccc2Cl)c2cc(Br)ccc2[nH]c1=O
0%,Cc1cccc(CNCc2ccccc2)c1
1%[57.5 µM],Cn1ncc2c(Nc3ccccc3Cl)nc(Nc3ccccc3Cl)nc21
-1%,CC(C)[C@H](NS(=O)(=O)c1ccccc1)C(=O)OCC(=O)N1N=C(c2ccc(Cl)cc2)CC1c1ccco1 (stereo not given in full)
8%[57.5 µM],CC(=O)Nc1ccc(Nc2nnc(-c3ccc(C)c(S(=O)(=O)NCC4CCCO4)c3)c3ccccc23)cc1 (stereo not given)
1%,O=C(c1ccc([N+](=O)[O-])cc1)N1CCN=C1SCc1ccccc1
13%,COc1ccc(C=O)cc1Oc1nc(Cl)ncc1F
-4%,Cc1nnc(SCC(=O)NC(=O)Nc2ccc3c(c2)OCCO3)s1
1%,COc1ccc(NC(=O)c2c(NC(=O)CCC(=O)O)sc(-c3ccccc3)c2C)cc1
-5%,CCCCCCNC(=O)c1ccc(Br)o1
5%,O=C(Nc1cccc([N+](=O)[O-])c1)Nc1cccc([N+](=O)[O-])c1
7%,CC1CCCN(C(=S)Nc2ccc3nc4n(c(=O)c3c2)CCCCC4)C1 (stereo not given)
2%,CCOC(=O)C1=C(CN2CCCCCC2)NC(=O)NC1c1cccc([N+](=O)[O-])c1 (stereo not given)
9%,COc1ccc(-c2oc3ccccc3c(=O)c2OCC(=O)O)cc1
-4%,Cc1ccccc1OCc1nc(-c2ccc(NC(=O)c3ccco3)cc2)no1
4%,CC(C)c1ccc(CNc2ccc([N+](=O)[O-])cn2)cc1
-10%,Cc1ccc(NC(=O)Cn2cccc2C2=NC(c3ccccc3)CO2)c(C)c1 (stereo not given)
-4%,Cc1cc(C)c[n+](-c2[nH]c(=O)sc2/C=N/NC([S-])=Nc2ccccc2)c1
10%,O=C1c2ccccc2C(Nc2ccc(S(=O)(=O)N3CCCCC3)cc2)N1c1ccccn1 (stereo not given)
-14%,O=C(Nc1ccc2c(c1)OCO2)N1CCCC1
-8%,CCN(CC)S(=O)(=O)c1ccc(NC2CCCc3ccccc32)nc1 (stereo not given)
-4%,O=C(O)/C=C\C(=O)Nc1ccccc1C(=O)NC1CCCCC1
5%,CCCSc1nc2[nH]ncc2c(=O)[nH]1
15%,CC1(C)CC[C@]2(C(=O)O)C(O)C[C@@]3(C)C(=CCC4[C@@]5(C)CCC(O)C(C)(C)C5CC[C@@]43C)C2C1 (stereo not given in full)
-3%,Cc1nnc(-c2ccc(Oc3ccc(Cl)cc3)c([N+](=O)[O-])c2)o1
2%,Cc1ccccc1OCC(O)CN1CCC(C)CC1 (stereo not given)
5%,O=C(O)CSCC(=O)NCc1cccc(C(F)(F)F)c1
12%,CCN(CC)S(=O)(=O)c1ccc(N/N=C/c2ccc(O)cc2O)nc1
-5%,Cn1c(Cn2c(=O)sc3ccccc32)nnc1SCC(=O)N1CCc2ccccc21

(more compounds)
ERK EGF inh,Compound
-5%,CC(=O)c1ccc(N2CCN(C(=O)c3cc(-c4cccnc4)nc4ccc(Br)cc34)CC2)cc1
-11%[57.5 µM],Cc1ccc(F)cc1NC(=O)Nc1cc(C(C)(C)C)nn1C
-5%,COc1ccc(/C=C2/C(=O)OCc3cc(OC)c(OC)cc32)cc1
5%,CCOC(=O)c1ccc(NC(=O)c2c(NC(=O)CCC(=O)O)sc3c2CCCCC3)cc1
-3%&-7%,CN(C)/C=N/c1cc(=O)n(C)c(=O)n1CC1CC1
-5%,COc1ccc(N2C(=O)CN(Cc3cc(OC)c(OC)c(OC)c3)C2=S)cc1
2%,COc1cccc(C2=Nc3cccc4cccc(c34)N2)c1
0%,COc1ccccc1CNc1cc(-c2ccccc2)ccc1OC
?,O=C1NC(=Nc2ccccc2)SC1Cc1cccc(Cl)c1Cl (stereo not given)
3%,N/C(Cc1cccc2ccccc12)=N\OC(=O)c1cccs1
-4%[57.5 µM],Cc1nnc(NC(=O)CCC(=O)N2CCN(CCOc3cccc4ccccc34)CC2)s1
?,CCn1cc(C(=O)OCC(=O)c2cc(C)n(-c3ccccc3)c2C)c(=O)c2ccc(C)nc21
?,COc1ccc(C(=O)/C=C/C(=O)N(CC(=O)NC2CCCCC2)Cc2ccccc2OC)c(O)c1
-1%,Cc1ccc(CN2CCN(Cc3cnc(C)s3)CC2CCO)cc1 (stereo not given)
-4%[57.5 µM],CCC[N+]1(CC#CC(O)(c2ccccc2)C2CCCCC2)CCCCC1 (stereo not given)
9%[57.5 µM],O=C(O)c1nc2nc(Cl)c(Cl)nc2[nH]1
1%[57.5 µM],CC1(C)CC(=O)C2=C(C1)NC(=S)C(C#N)C21CCCCC1 (stereo not given)
1%,CCN=C(Nc1ccc2c(c1)OCO2)SC1CC(=O)N(c2ccc(OC)cc2)C1=O (stereo not given)
-1%[57.5 µM],O=C(CSc1n[nH]c(=O)[nH]c1=O)c1ccccc1[N+](=O)[O-]
-10%,COc1ccccc1C1=NN(C2=NN=C(N)Cc3ncnn32)C(O)(C(F)(F)F)C1 (stereo not given)
?,CCOC(=O)c1c(CS(=O)(=O)c2ccccc2)n(C)c2cc(Br)c(O)c(CN(C)C)c12
-10%[57.5 µM],CCN(CC)C(=O)CC(c1ccc(OC)cc1)c1c(O)cc(OC)cc1OC (stereo not given)
0%,CCCc1cc(NCCCN2CCOCC2)n2c(nc3ccccc32)c1C#N
0%,CC(=O)c1cccc(NC(=O)COC(=O)c2ccc3c(c2)OCCO3)c1
-12%[57.5 µM],O=C(O)c1cc(-c2cccc([N+](=O)[O-])c2)nc2ccccc12
1%[57.5 µM],Cn1cccc1/C=N/NC(=O)c1ccccn1
7%,O=C(c1ccccn1)c1cc2ccccc2n1S(=O)(=O)c1ccccc1
3%,CC(C)NC(=O)COC(=O)c1cccc(NS(=O)(=O)/C=C/c2ccccc2)c1
-10%[57.5 µM],Cc1c(NC(=O)CNCc2ccc3c(c2)OCO3)c(=O)n(-c2ccccc2)n1C
-1%,CSc1ccc(C#N)cc1NC(=O)c1cccnc1Cl
12%,C=CCSc1nnc(NC(=O)Cc2ccc(OC)c(OC)c2)s1
-8%,CCN(Cc1ccccc1)c1ccc(/C=N/NC(=S)NC(C)C)cc1
-8%,N=c1c2c(n(Cc3cccc(Cl)c3)c3c1CCC3)CCCC2
?,Nc1nn2c(-c3ccccc3)cc(=O)[nH]c2c1N=Nc1ccc(Br)cc1
-2%[57.5 µM],COc1ccccc1CN1C[C@@H]2C[C@@H](C3=Cc4cccc(OC)c4OC3)N3CCC[C@@]23C1=O
0%,CN(C)S(=O)(=O)c1cccc(NC(=S)NC(=O)C2CCCCC2)c1
2%[57.5 µM],O=C(NC(=S)Nc1ccc(CN2CCOCC2)cc1)c1ccc2c(c1)OCCO2
13%,COc1ncc2nc(-c3ccc(Cl)cc3)c(=O)n(-c3ccccc3)c2n1
-9%,COc1ccc(NC(C)=O)cc1NC(=O)c1cccc(C(F)(F)F)c1
34%,COc1ccc(C(=O)Nc2ncc(C)s2)cc1S(=O)(=O)N1CCCC1
10%,CCOP(=O)(OCC)C(NC(=O)Nc1cccc(Cl)c1)C(N)=O (stereo not given)
30%,C=C(C)COc1ccc2c(CC)cc(=O)oc2c1
-16%,CC(C)CCNC(=O)c1ccc2c(c1)ncn2C1CCCC1
2%,Cc1cccc(OCCn2c(=S)[nH]c3ccccc32)c1
-11%,O=C1CN(CC(=O)Nc2ccc(SC(F)F)cc2)CCN1
6%,Cc1cccc(OCC(=O)N/N=C/CC(C)c2ccccc2)c1C (stereo not given)
7%,Cc1cccc(NC(=S)N2CCC(c3nc4ccccc4o3)CC2)c1
9%,CCC(=O)c1ccccc1OCCN1CCN(Cc2ccccc2)CC1

Three entries from above, field by field:
N=c1c2c(n(Cc3cccc(Cl)c3)c3c1CCC3)CCCC2
  ERK EGF inh: -8%
Nc1nn2c(-c3ccccc3)cc(=O)[nH]c2c1N=Nc1ccc(Br)cc1
  ERK EGF inh: ?
COc1ccccc1CN1C[C@@H]2C[C@@H](C3=Cc4cccc(OC)c4OC3)N3CCC[C@@]23C1=O
  ERK EGF inh: -2%[57.5 µM]

Structural class, the entries above containing a cyano group.
ERK EGF inh,Compound
1%[57.5 µM],CC1(C)CC(=O)C2=C(C1)NC(=S)C(C#N)C21CCCCC1 (stereo not given)
0%,CCCc1cc(NCCCN2CCOCC2)n2c(nc3ccccc32)c1C#N
-1%,CSc1ccc(C#N)cc1NC(=O)c1cccnc1Cl

3 entries from above, sorted by formula weight, lowest first.
ERK EGF inh,Compound
-11%,O=C1CN(CC(=O)Nc2ccc(SC(F)F)cc2)CCN1
7%,Cc1cccc(NC(=S)N2CCC(c3nc4ccccc4o3)CC2)c1
7%,O=C(c1ccccn1)c1cc2ccccc2n1S(=O)(=O)c1ccccc1

Some of the compounds tested. The share of hits here may be higher or lower than overall.
